LYP inhibition: inhibitors of LYP phosphatase, biochemical, fluorescence intensity, uHTS (AID 1779); Tyrosine-protein phosphatase non-receptor type 22 (Homo sapiens); inhibition, % at 11.5 µM, or IC50 in µM where a hit was titrated; actives 0.054% (n = 290,000); recombinant LYP phosphatase, fluorescence intensity; higher % means a stronger effect;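 note: plate controls were vehicle with enzyme for no effect and no enzyme for full effect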
HIV peptide binding: inhibitors of HIV fusion peptide binding, primary screen, biochemical, uHTS, fluorescence dequenching (AID 1986); cell-free peptide binding, fluorescence dequenching, 30 min; higher % means a stronger effect; inhibition, % at 20 µM, or IC50 in µM where a hit was titrated; actives 0.3% (n = 290,000); in the data active = inhibition mostly above about 52%, no sharp cut-off; inactive = mostly below about 76%; note: some results filed as inactive read as strong as hits
KOR beta-arrestin-1: KOR antagonists, beta-arrestin recruitment, cell-based, luminescence, uHTS (AID 1778); KOR beta-arrestin recruitment, luminescence, antagonist mode; higher % means a stronger effect; one-dose inhibition, % at 10 µM; IC50 in µM for titrated hits; Kappa-type opioid receptor (Homo sapiens); actives 0.091% (n = 290,000); note: strong numbers were not always called active
NOD1 inhibition: NOD1 signaling inhibitors, primary screen, cell-based, luminescence, uHTS (AID 1578) | actives 1% (n = 290,000) | NOD1-driven NF-kB luciferase reporter cells, luminescence; higher % means a stronger effect | inhibition, % at 4 µM; hits with a dose series show EC50 in µM; in the data active = inhibition mostly above about 36%, no sharp cut-off; inactive = mostly below about 34%;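 note: HEK-293T reporter cells stimulated with the NOD1 agonist gamma-tri-DAP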
Salmonella PhoP GFP: inhibitors of PhoP regulon expression, primary screen, Salmonella Typhimurium, GFP reporter (AID 1863) | one-dose inhibition, % at 50 µM; IC50 in µM for titrated hits | actives 0.16% (n = 300,000) | S. Typhimurium PhoP-regulated promoter GFP reporter, 4 h; higher % means a stronger effect;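 active = inhibition over 29.93%, a cutoff 3 SD above the screen mean, later confirmed by dose response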;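 note: 0% = low Mg2+ inducing control and 100% = high Mg2+ repressing control; strong numbers were not always called active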
Siah-1 displacement: Siah-1 peptide-binding antagonists, primary screen, biochemical, fluorescence polarization, rhodamine-plectin, uHTS (AID 1817); E3 ubiquitin-protein ligase SIAH1 (Homo sapiens); Siah-1 / rhodamine-plectin peptide fluorescence polarization; higher % means a stronger effect; displacement, % at 20 µM; hits with a dose series show IC50 in µM; actives 0.02% (n = 290,000);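 active = displacement of at least 50% at 20 µM, with a fluorescence ratio check between 0.3 and a set limit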;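 note: plate controls were Siah plus tracer with DMSO for no effect and tracer alone without Siah for full effect; strong numbers were not always called active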
NOD2 inhibition: NOD2 signaling inhibitors, cell-based, luminescence, uHTS, HEK293 (AID 1566) | HEK293 NOD2/NF-kB luciferase reporter, luminescence; higher % means a stronger effect | one-dose inhibition, % at 4 µM; EC50 in µM for titrated hits | actives 0.63% (n = 290,000); note: many of its hits are not listed in these tables
Myeloid diff MLP: induction of myeloid progenitor differentiation, primary screen, cell-based, flow cytometry, MLPCN library; ER-HoxA9 myeloid progenitors, lysozyme-GFP differentiation; calls only at 10 µM; actives 1% (n = 360,000);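 active = normalized GFP-positive differentiation at or above the plate's own cutoff, the solvent-only control mean plus 3 SD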;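 note: cells exposed to compound for four days before flow analysis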
KOR beta-arrestin-2: KOR agonists, beta-arrestin recruitment, primary screen, cell-based, luminescence, uHTS (AID 1777). Kappa-type opioid receptor (Homo sapiens). KOR beta-arrestin recruitment, luminescence; higher % means a stronger effect. one-dose activation, % at 10 µM; EC50 in µM for titrated hits. actives 0.02% (n = 280,000); in the data active = activation above about 50%, passing the limit was not always enough; note: a part of the inactive calls stands beside numbers as strong as those of hits
Myeloid diff MLP GFP+ MAC1+ %: second read-out of Myeloid diff MLP, no call of its own (marks repeat the call); GFP+ MAC1+ double positive, %; measured here: differentiation confirmed by MAC1 staining
An asterisk follows results filed as active; i = inactive; x = not tested or not shown; + = active, no number; [ ] = another dose, or the depositor's remark. Cut-off read from the data, not from the text of the source, unless noted: active = inhibition above about 50%; inactive = the rest. Not all compounds are listed (hit frequency here may not be typical).

Each structure is followed by: LYP inhibition | HIV peptide binding | KOR beta-arrestin-1 | NOD1 inhibition | Salmonella PhoP GFP | Siah-1 displacement | NOD2 inhibition | Myeloid diff MLP | Myeloid diff MLP GFP+ MAC1+ % | KOR beta-arrestin-2
> COc1cc([N+](=O)[O-])cc(/C=N/NC(=O)Cn2cncn2)c1O
    0% | 0.8% | 16% | 1% | -8% | -2% | 14% | i | 0.3 | -0.8%
> O=c1[nH]c(N/N=C\c2ccc3c(c2)OCO3)nc2ccccc12
    -1% | -3.8% | -57%[20 µM] | 32% | 3% | -7% | -78% | i | 0.0 | 1.4%
> COc1ccc(Nc2sc(C(=O)c3ccc(Cl)cc3)c(N)c2C(=O)Nc2ccccc2OC)cc1
    6% | 2.2% | -101% | 29% | -5% | 0% | 27% | i | 1.9 | 0.3%
> Cc1c(C)c2ccc(OCC(=O)N[C@@H](Cc3c[nH]c4ccccc34)C(=O)O)cc2oc1=O
    -5% | 3.7% | -26%[20 µM] | -7% | 9% | -6% | 7% | i | 2.9 | 2.6%
> COc1ccc(CNC(=O)[C@@H](NC(=O)C2CCN(S(=O)(=O)c3ccc(C)cc3)CC2)C(C)C)cc1OC
    -7% | -0.2% | -21% | -30% | 0% | 0% | -3% | i | 3.1 | 3.8%
> CSc1ccc(Cl)c(C(=O)OCC(=O)N(C)CCC#N)c1
    -4% | 0.8% | 16% | -28% | 6% | 10% | 10% | i | 0.2 | -0.8%
> C=CCN1C(=O)CSC1=Nc1ccc(C(=O)O)cc1
    -2% | 3.0% | -26%[20 µM] | 11% | -9% | -3% | -2% | i | 0.4 | 5.2%
> CCOc1ccc(CC(=O)NNC(=S)NC)cc1Br
    -4% | 0.0% | -3% | -11% | -1% | 2% | 11% | i | 0.3 | 4.3%
> Cc1ccc(C(C(=O)NC(C)(C)C)N(CC2CCCO2)C(=O)Cn2nnc(-c3ccc(C)o3)n2)cc1 (stereo not given)
    10% | 4.1% | -12% | -11% | -3% | -3% | 0% | i | 2.7 | -1.2%
> O=C(CCCN1C(=O)/C(=C/c2ccccc2)SC1=S)Nc1ccc(O)cc1
    -5% | -1.8% | -38% | 28% | -2% | 1% | 12% | i | 0.7 | 0.7%
> CCOc1ccc(C2/C(=C(\O)c3ccc4c(c3)OCCO4)C(=O)C(=O)N2CCN2CCOCC2)cc1OCC (stereo not given)
    -11% | 1.4% | -22% | -20% | -14% | 6% | 7% | i | 5.9 | -0.5%
> CC1(C)CC2CC(C)(CN2C(=O)C23CCC(C)(C(=O)O2)C3(C)C)C1 (stereo not given)
    -2% | -1.5% | 16% | 12% | -3% | 2% | 19% | i | 1.0 | 12%
> Cc1c(/C=C(\C#N)C(=O)NCc2ccccc2)cc(C#N)n1C
    2% | 0.2% | -10% | -30% | -6% | 2% | -8% | i | 1.3 | -1.2%
> CC(=O)Nc1ccc(NC(=O)C(C)OC(=O)CCN=C2NS(=O)(=O)c3ccccc32)cc1 (stereo not given)
    -10% | 1.1% | -7% | -14% | -5% | 9% | -4% | i | 1.7 | -3.5%
> O=C(Cc1ccc(S(=O)(=O)N2CCOCC2)s1)NCC1CCCCC1
    -9% | 2.4% | 23% | 9% | -10% | -1% | -1% | i | 1.0 | -2.6%
> O=C(CN1C(=O)c2ccccc2C1=O)Nc1ccc(S(=O)(=O)N2CCOCC2)cc1
    -8% | -1.0% | 13% | -2% | -2% | -3% | 4% | i | 0.3 | x
> CCNc1nc(N)nc(Oc2ccc(OCc3ccccc3)nn2)n1
    -3% | -2.3% | 20% | -7% | -5% | 0% | 4% | i | 8.8 | -2.6%
> Cc1nnc(NC(=O)C(C)Sc2nnc(CCNC(=O)c3ccccc3F)n2C)s1 (stereo not given)
    -10% | -0.9% | -5% | -10% | 6% | 13% | 1% | i | 0.3 | 2.0%
> COCCN1CN=C(Nc2nc3ccccc3s2)NC1
    -5% | -3.9% | 4% | 8% | 3% | 2% | 0% | i | 1.3 | 3.0%
> C/C(N)=C(/C#N)C(=O)COC(=O)c1ccncc1
    -2% | 4.3% | -11% | -3% | 1% | -3% | -9% | i | 0.8 | 0.1%
> CCOc1ccc(NC(=O)C/C(C)=N/NC(=O)Cc2cccs2)cc1
    -5% | 2.5% | -13% | 19% | -3% | -1% | 0% | i | 0.9 | 3.1%
> O=C(/C=C/c1ccccc1)NCC(=O)N/N=C/c1cccs1
    -3% | -1.1% | 26% | -31% | 0% | -2% | 14% | i | 0.6 | 0.1%
> Cc1cc(C)c(S(=O)(=O)Nc2cccc(-n3cnnn3)c2)c(C)c1
    -11% | -0.6% | 31% | -14% | 3% | 2% | 18% | i | 3.0 | -4.2%
> Cc1[nH]c2ccccc2c1/C=N/Nc1ccc([N+](=O)[O-])cc1S(=O)(=O)Nc1ccc(Cl)cc1
    3% | 23% | -1% | 56% | 0% | -2% | -30% | + | 43* | -0.2%
> O=C(NCC(=O)N1CCN(c2ccccc2F)CC1)c1ccco1
    -10% | -1.0% | -8% | -20% | x | 14% | 12% | i | 1.6 | -3.4%
> CCOC(=O)c1nnn(-c2nc(OC)nc(N(C)C)n2)c1-c1ccccc1
    0% | -1.8% | 6% | -21% | 6% | 1% | 9% | i | 1.3 | -1.3%
> CN1/C(=C/C(=O)C2CCC2)Sc2ccccc21
    -2% | 1.2% | -34% | -35% | 11% | -1% | -3% | i | 3.3 | 8.0%
> CN(C)CCNC(=O)Cn1c(=O)c2cccn2c2ccc(F)cc21
    -6% | 1.4% | -11% | 4% | 8% | 1% | 1% | i | 0.9 | -2.7%
> CCOCCCNC(=S)N1CCN(Cc2ccco2)CC1
    -5% | -2.3% | -20% | 57%* | -7% | 2% | 0% | i | 0.1 | -0.9%
> CCOC(=O)c1sc(/N=C/c2c(O)ccc3ccccc23)cc1C
    -8% | 7.1% | 5% | -18% | 4% | 1% | 0% | i | 0.6 | -3.7%

Taken from the entries so far (3 entries):
Each structure is followed by: LYP inhibition | HIV peptide binding | KOR beta-arrestin-1 | NOD1 inhibition | Salmonella PhoP GFP | Siah-1 displacement | NOD2 inhibition | Myeloid diff MLP | Myeloid diff MLP GFP+ MAC1+ % | KOR beta-arrestin-2
> O=C(CCCN1C(=O)/C(=C/c2ccccc2)SC1=S)Nc1ccc(O)cc1
    -5% | -1.8% | -38% | 28% | -2% | 1% | 12% | i | 0.7 | 0.7%
> CCOc1ccc(C2/C(=C(\O)c3ccc4c(c3)OCCO4)C(=O)C(=O)N2CCN2CCOCC2)cc1OCC (stereo not given)
    -11% | 1.4% | -22% | -20% | -14% | 6% | 7% | i | 5.9 | -0.5%
> CC1(C)CC2CC(C)(CN2C(=O)C23CCC(C)(C(=O)O2)C3(C)C)C1 (stereo not given)
    -2% | -1.5% | 16% | 12% | -3% | 2% | 19% | i | 1.0 | 12%

Next section
canonical_smiles,LYP inhibition,HIV peptide binding,KOR beta-arrestin-1,NOD1 inhibition,Salmonella PhoP GFP,Siah-1 displacement,NOD2 inhibition,Myeloid diff MLP,Myeloid diff MLP GFP+ MAC1+ %,KOR beta-arrestin-2
CCOc1ccc(NCc2cccn2-c2nnc(N3CCC(C(=O)NCCCN4CCCCC4C)CC3)s2)cc1 (stereo not given),-12%,-1.2%,-17%,-7%,-1%,7%,3%,i,0.7,1.0%
CCCCOc1ccc(CN=C(N)N)cc1Cl,-6%,-1.5%,21%,1%,-5%,3%,13%,i,0.4,2.5%
Cc1[nH]nc2c1C(c1cn[nH]c1-c1ccc(F)cc1)C(C#N)=C(N)O2 (stereo not given),-3%,-0.8%,12%,-1%,8%,8%,6%,i,1.2,2.0%
Cc1noc(/C=C/c2cccs2)c1S(=O)(=O)N1CCC(C(=O)NCCCN2CCC(C)CC2)CC1,-2%,0.5%,-2%,-29%,-5%,3%,14%,i,1.0,4.3%
COC(=O)c1cc(COc2ccc3c(c2)oc(=O)c2ccccc23)c(C)o1,-9%,-1.2%,-34%,-5%,1%,1%,14%,i,0.4,-1.7%
CC(c1nnc(SCC(=O)Nc2cccnc2Cl)n1-c1ccccc1)N(C)C (stereo not given),-1%,-0.6%,-34%[20 µM],-5%,6%,0%,-19%,i,0.8,1.3%
CSc1nc(C)c(Cc2ccccc2)c(=O)[nH]1,-5%,-1.2%,-46%[20 µM],-21%,-8%,4%,12%,i,0.6,-3.6%
CCOc1ccc(N(CC(=O)NCc2ccc(C)cc2)S(=O)(=O)c2c(C)[nH]c(=O)[nH]c2=O)cc1,-11%,0.0%,6%,-6%,6%,8%,2%,i,1.1,-1.1%
CCOC(=O)C1=NN(c2cccc(Cl)c2)C2=NC(C)=C(C(=O)OC)C(c3cccs3)N12 (stereo not given),4%,1.0%,40%,-40%,3%,17%,6%,i,0.7,-0.2%
O=S(=O)(NCc1ccco1)c1ccc2c(c1)Cc1ccccc1-2,-5%,7.6%,-13%,10%,6%,7%,-14%,i,12,-2.8%
CCOC(=O)CCc1c(C)nc2cc(-c3ccc(Cl)cc3)[nH]n2c1=O,2%,1.5%,8%,-24%,12%,6%,1%,i,1.5,-1.1%
CC1CN(C2CCN(S(=O)(=O)Cc3ccccc3)CC2)CC(C)O1 (stereo not given),-10%,-0.7%,-8%,-21%,-6%,4%,6%,i,1.3,-1.2%
CCOC(=O)C1Cc2cc3c(cc2C1=O)CC(C(=O)OCC)C3=O (stereo not given),-9%,-2.5%,12%,-3%,-2%,-1%,5%,x,x,5.1%
CCc1ccc(NC(=O)C2CCN(S(=O)(=O)c3c(C)noc3/C=C/N(C)C)CC2)cc1,9%,0.4%,-7%,-15%,-8%,12%,3%,i,0.0,4.2%
COc1ccc(CN2CCC(C(=O)c3ccc(Cl)cc3)CC2)cc1,-8%,4.0%,-20%[20 µM],4%,5%,15%,10%,i,0.8,-5.8%
Cc1ccc(S(=O)(=O)N2CCN(C(=O)Cc3ccsc3)CC2)c(C)c1,-9%,-1.6%,18%,-20%,0%,5%,31%,i,0.6,3.7%
O=C(NNC(=S)NCc1ccc(Cl)cc1)c1ccc2c(c1)OCO2,-6%,-1.6%,-8%,-34%,0%,-1%,4%,i,0.5,1.5%
CCc1cccc(C)c1NC(=O)CO/N=C(\N)CC(=O)NC1CCCCC1,4%,4.4%,-28%,-22%,-7%,0%,-13%,i,0.0,-1.4%

Only KOR beta-arrestin-2 and HIV peptide binding, for some of the entries so far:
SMILES | KOR beta-arrestin-2 | HIV peptide binding
CCOC(=O)CCc1c(C)nc2cc(-c3ccc(Cl)cc3)[nH]n2c1=O | -1.1% | 1.5%
CC1CN(C2CCN(S(=O)(=O)Cc3ccccc3)CC2)CC(C)O1 (stereo not given) | -1.2% | -0.7%

Assay outcomes: PubChem BioAssay, several laboratories
